rTrxR1 inhibitor = inhibitors of rat thioredoxin reductase 1. O89049. Potency, µM (highest dose often 114 µM), for the others: at the highest dose activity change, negative = inhibition, actives largely listed as inhibitors. recombinant rTrxR1, NADPH fluorescence consumption, selenite substrate. 390,000 tested, 1% active; note: % is set by controls: 0 for no effect and ±100 for the full control effect; nearly all actives have a fitted effect of over 65% in size
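Rat TrxR1 (90 nM in the dispensed reagent) was pre-reduced with 400 uM NADPH for 5 min at room temperature, then incubated with compound for 15 min. After 400 uM selenite was added, NADPH fluorescence (Ex 340/Em 450 nm) was followed for 8 min.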
RGS4 inh = blocks human RGS4-accelerated GTP hydrolysis; Potency, µM (doses to about 114 µM), for the others: top-dose activity change, negative = inhibition, usual class: inhibitors; Transcreener GDP fluorescence polarization, RGS4-accelerated GTP hydrolysis; 390,000 tested, 0.039% active; AID 504845; P49798; note: % is set by controls: 0 for no effect and ±100 for the full control effect; nearly all actives have a fitted effect of over 75% in size; some results filed as inactive show a strong effect at the top dose
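MLSMR compounds (23 nl, pin-transferred) preincubated 10 min at room temperature with a 500nM (2x) first reagent, then RGS4 at 900nM (2x) plus Transcreener GDP mix added; fluorescence polarization (620/688 nm) read before and after 90 min at 30 °C.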
Pin1 inh = blocks the human prolyl isomerase Pin1 | Q13526 | Pin1 FP peptide displacement, HiFluor488, 10 min | Potency, µM (highest dose often 115 µM), without a hit: at the top dose activity, negative = inhibition, usual class: inhibitors | 390,000 tested, 0.009% active; active = well fitted inhibition curve with a large enough effect in the polarisation, with a control signal flat, not every such curve was filed as active; inconclusive = small, poorly fitted or top-dose-only effect, or effect the other way, or a change in a side signal; inactive = no such curve, though single readings can be large or run the other way; the % refers to the polarisation; note: % is set by controls: 0 for no effect and ±100 for the full control effect
GLS inhibitor = blocks human kidney-isoform glutaminase activity; O94925; GLS enzymatic activity, qHTS titration; Potency, µM (series often up to 45.5 µM), inactives show at the highest dose activity change, negative = inhibition, most hits filed as inhibitors; 410,000 tested, 0.21% active; AID 624170; note: % is set by controls: 0 for no effect and ±100 for the full control effect
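Coupled fluorescence readout: glutamate oxidase/HRP/Amplex Red detect glutamate formed by hKGA from L-glutamine (1 mM solution added). Buffer 45 mM KH2PO4 pH 8.2, 0.02% Tween-20; reads at t0 and 30 min RT.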
JMJD2A Tudor = JMJD2A Tudor domain (human) inhibition | AlphaScreen JMJD2A-Tudor / H3K4me3 peptide binding | O75164 | Potency, µM (highest dose often 114 µM), without a hit: at the top dose activity change, negative = inhibition, most hits filed as inhibitors | AID 504339 | 390,000 tested, 4.4% active; note: % is set by controls: 0 for no effect and ±100 for the full control effect; nearly all actives have a fitted effect of over 50% in size
ERG-DNA inh = inhibitors of human ERG Ets domain-DNA interaction; P11308; fluorescence polarization, His-ERG Ets domain / labelled DNA; Potency, µM (titrated, usually from 76.9 µM), inactives show at the top dose FP activity, negative = inhibition, usual class: inhibitors; 370,000 tested, 0.028% active; AID 624246; active = well fitted inhibition curve with a large enough effect in the polarisation, with a control signal flat; inconclusive = small, poorly fitted or top-dose-only effect, or effect the other way, or a change in a side signal; inactive = no such curve, though single readings can be large or run the other way; the % refers to the polarisation;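 note: polarization taken with two DNA probes labelled with fluorescein and Texas red; % of control where 0% means no effect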
Target sequence (P11308 whole entry, looked up, the tested form may be a part): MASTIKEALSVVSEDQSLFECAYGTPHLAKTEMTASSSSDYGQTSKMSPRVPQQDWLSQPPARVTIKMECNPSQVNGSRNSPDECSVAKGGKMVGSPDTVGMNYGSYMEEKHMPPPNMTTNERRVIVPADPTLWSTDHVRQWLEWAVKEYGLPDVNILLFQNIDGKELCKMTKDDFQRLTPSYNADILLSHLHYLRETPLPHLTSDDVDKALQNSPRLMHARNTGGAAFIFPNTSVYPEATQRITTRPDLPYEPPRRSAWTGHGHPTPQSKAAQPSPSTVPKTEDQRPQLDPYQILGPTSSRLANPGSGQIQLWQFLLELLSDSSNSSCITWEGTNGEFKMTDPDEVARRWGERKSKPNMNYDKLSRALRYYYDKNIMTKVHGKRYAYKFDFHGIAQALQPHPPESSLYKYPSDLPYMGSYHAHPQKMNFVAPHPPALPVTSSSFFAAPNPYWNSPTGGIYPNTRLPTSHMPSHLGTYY
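His-tagged ERG Ets domain (1 uM in the protein solution; 300mM KCl, 50mM Tris-HCl, 1mM EDTA, 1mM DTT, pH 7.5) received compound, then a probe mix of 5 nM fluorescein-DNA and 100nM Texas-615-DNA. Fluorescence polarization was read for both dyes.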
PGK inhibitor = T. brucei PGK inhibition. Potency, µM (top dose mostly 57.5 µM), without a hit: at the top dose activity change, negative = inhibition, most hits filed as inhibitors. PGK/GAPDH coupled, Kinase-Glo luminescence, 60 min. 380,000 tested, 0.043% active. AID 602233. P07378; note: % is set by controls: 0 for no effect and ±100 for the full control effect; nearly all actives have a fitted effect of over 60% in size
Target sequence (P07378 whole entry, looked up): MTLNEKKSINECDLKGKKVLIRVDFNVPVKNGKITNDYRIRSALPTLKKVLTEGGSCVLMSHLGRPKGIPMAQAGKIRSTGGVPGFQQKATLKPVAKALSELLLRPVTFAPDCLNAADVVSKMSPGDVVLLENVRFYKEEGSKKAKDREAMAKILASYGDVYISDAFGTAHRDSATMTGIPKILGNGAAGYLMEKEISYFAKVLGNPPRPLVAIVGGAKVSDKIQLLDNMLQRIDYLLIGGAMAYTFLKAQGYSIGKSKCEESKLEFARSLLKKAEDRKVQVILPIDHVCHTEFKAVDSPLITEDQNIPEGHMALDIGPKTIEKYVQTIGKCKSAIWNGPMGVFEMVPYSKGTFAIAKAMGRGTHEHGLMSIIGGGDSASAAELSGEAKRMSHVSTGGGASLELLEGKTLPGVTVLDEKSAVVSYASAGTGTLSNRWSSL
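Recombinant glycosomal PGK reaction used 1,3-bisphosphoglycerate generated in-well by GAPDH (100nM final) in 100mM TEA pH 7.6, 5mM MgCl2, 0.01% Tween-20. After 60 minutes at room temperature, ATP was read by Kinase-Glo Plus luminescence end-point.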
HP1b binding inh = inhibitors of HP1-beta chromodomain binding to methylated histone tails. AlphaScreen HP1-beta / biotin-H3K9me3 peptide binding. AID 540317. Potency, µM (top dose mostly 114 µM), inactives show at the highest dose activity change, negative = inhibition, usual class: inhibitors. 390,000 tested, 0.56% active. P83916; note: nearly all actives have a fitted effect of over 70% in size; inactives centre near 23
Target sequence (P83916 whole entry, looked up): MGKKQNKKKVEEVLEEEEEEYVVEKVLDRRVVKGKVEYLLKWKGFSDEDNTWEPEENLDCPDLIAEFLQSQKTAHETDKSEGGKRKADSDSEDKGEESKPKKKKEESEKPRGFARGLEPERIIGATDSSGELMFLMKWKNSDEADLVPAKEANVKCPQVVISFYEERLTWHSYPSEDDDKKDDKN
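HP1-beta protein (50 nM final) preincubated 30 min at room temperature with biotinylated H3(1-18)K9me3 peptide (50 nM) in PBS pH 7.4, 0.01% Tween-20, then compound added for 30 min. AlphaScreen streptavidin donor/nickel chelate acceptor beads (10 ug/mL final), 30 min dark, luminescence read.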
12-LOX inh = inhibitors of human 12S-lipoxygenase ALOX12; P18054; purified 12hLO, xylenol orange hydroperoxide absorbance; Potency, µM (doses to about 108 µM), for the others: at the top dose activity change, negative = inhibition, usual class: inhibitors; 580,000 tested, 1.1% active; AID 1671190; note: % is set by controls: 0 for no effect and ±100 for the full control effect
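Purified human 12hLO (150 nM final) in 25 mM Hepes, 0.01% Triton X-100, pH 7.0 was preincubated 15 min at room temperature with compound. Then 40 uM arachidonic acid was added, 30 min. Hydroperoxide was read by Fe-XO absorbance ratio 573/405 nm.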
Starred values were filed as active, the others as inactive; i = inactive; ? = inconclusive; . = no result given; [ ] = remark or other dose. Unless noted, calls come from the whole dose curve; as a rule, active = well fitted curve in the direction sought with a large enough effect; inconclusive = small, poorly fitted or top-dose-only effect, or another doubt; inactive = no such curve, though single readings can be large; an effect the other way counts as inactive or inconclusive. Potency is the fitted concentration of half-maximal effect. These rows are one share of the data; rates above refer to the full screens.

SMILES | rTrxR1 inhibitor | RGS4 inh | Pin1 inh | GLS inhibitor | JMJD2A Tudor | ERG-DNA inh | PGK inhibitor | HP1b binding inh | 12-LOX inh
COC(=O)C1=C(C)NC(C)=C(C(=O)OCC2CCCO2)C1c1cccc(Br)c1 (configuration not stated) | -10% | -24% | 8% | 1% | -3% | 2% | -10% | 43%[activator] | -4%
O=C(O)Cn1c(COc2ccc(Cl)cc2)nc2ccccc21 | 18% | 2% | 2% | -3% | -14% | -7% | -2% | 10% | -1%
Cc1ccc(N2CCN(C(=O)N3CCCC3)CC2)cc1Cl | 12% | 4% | -2% | -4% | -11% | 8% | -2% | 24% | -14%
COc1cc(NC(=O)COC(=O)[C@@H]2CCCN2S(=O)(=O)c2ccc(Cl)cc2)cc(OC)c1OC | -7% | 5% | ? | -1% | -12% | 3% | 2% | 13% | -6%
N#C/C(=C(/O)CN1C(=O)c2ccccc2C1=O)c1nc2ccccc2[nH]1 | -2% | -13% | ? | 9% | -8% | -10% | -3% | 56%[activator] | 50%[activator]
COc1ccc([C@H]2CC(=O)C=C(c3cc(C=O)ccc3OC)C2)cc1 | 48%[activator][57.1 µM] | 11% | ? | 14% | -23% | -9% | 1% | 21% | -6%
c1ccc(CCn2nnnc2C(c2cccs2)N2CCOCC2)cc1 (configuration not stated) | 5% | 20% | 1% | 12% | ? | -15% | 3% | 24% | 0%
CN(Cc1cnccn1)Cc1nc(Cc2ccccc2F)no1 | 19% | 67%[activator] | 2% | -6% | -10% | 0% | 10% | 38% | 253%[activator]
O=C(O)CN1C(=O)NC2(CCc3ccccc32)C1=O (configuration not stated) | 2% | 10% | 3% | 19% | -10% | -4% | 8% | 14% | -5%
O=C(c1ccco1)N1CCN(C(c2coc3ccc(Cl)cc3c2=O)c2nnnn2C2CCCC2)CC1 (configuration not stated) | -1%[57.1 µM] | -11% | -1% | -6% | 7% | -8% | -5% | 19% | 430%[activator]
Cc1ccc(C2(C)NC(=O)N(CC(=O)c3ccc(Cl)s3)C2=O)cc1 (configuration not stated) | -22% | 7% | 37%[activator] | -1% | ? | . | -5% | 0% | ?
C=C1CC(COc2cc(=O)oc3ccccc23)(c2ccccc2)OC1=O (configuration not stated) | 32µM* | ? | 14% | 8% | -3% | . | i | 40%[activator] | 2%
COc1ccc(C2=NN(C(=O)c3cccnc3)C(c3ccccc3)C2)cc1 (configuration not stated) | -10% | -18% | 0% | 0% | -17% | -3% | -10% | 15% | 31%
COc1ccc(NS(=O)(=O)c2cc(C(=O)N3CCN(C/C=C/c4ccccc4)CC3)ccc2C)cc1 | -33% | 0% | 5% | 13% | ? | . | i | -10% | -13%
COC(=O)C1=C(C)N(Cc2ccccc2)C(=NCCc2c[nH]c3ccccc23)N[C@H]1c1ccccc1 | 4% | 0% | 33%[activator] | -7% | ? | 6% | -1% | -13% | .
N#Cc1ccc(OCC(=O)Nc2ccncc2)cc1 | 14% | 16% | -3% | 0% | -2% | 12% | -8% | 35% | ?
S=c1[nH]nc(-c2ccc(Cl)cc2)n1/N=C/C=C/c1ccco1 | -32% | ? | ? | -16% | 56µM* | 9% | -4% | ? | 14µM*
O=c1ccc2cc(S(=O)(=O)Nc3ccc(F)cc3)ccc2o1 | 8% | -17%[11.4 µM] | 3% | -11% | -16%[11.4 µM] | 7% | -10% | 63%[activator] | 105%[activator]
NC(=O)c1ccsc1NC(=O)COC(=O)Cc1c[nH]c2ccccc12 | 17% | 0% | 10% | 9% | -21% | -2% | 1% | 9% | -19%
Cc1ccc(-c2nnn(CCC(=O)NC3CCCC3)n2)cc1 | 16% | 5% | -4% | 3% | -7% | . | . | 14% | 9%
CC(=O)CC(C)(C)n1nnc(-c2ccccc2)n1 | -13% | -2% | 0% | 0% | -6% | -1% | 7% | 35% | 0%
COc1ccc(CCNC(=O)Cn2c(=O)n(-c3ccc(F)cc3F)c(=O)c3sccc32)cc1OC | 10% | -6% | -10% | -2% | -6% | -26% | i | 19% | 2%
OCC[C@@H]1C[C@H](O)[C@@H](O)[C@]2(CCc3ccccc3CO2)O1 | 17% | -10% | -1% | 3% | -6% | -12% | -10% | 61%[activator] | 8%
CN(C)NC(=O)c1ccsc1NC(=O)c1ccc(S(=O)(=O)N2CCCC2)cc1 | 2% | 1% | -9% | -9% | -13% | 15% | -1% | 31%[activator] | 4%
COc1ccc2c(c1)c1c(c(=O)n(CCc3ccccc3)c(=O)n1Cc1ccc(F)cc1)n2C | 12% | 20% | 11% | 7% | 2% | 0% | 7% | 30% | -7%
O=C(CSc1nc(-c2cccs2)cc(C(F)(F)F)n1)NCc1ccco1 | 5% | -9% | 2% | -1% | -22% | . | . | 19% | -39%
COc1ccc(N(CC(=O)N2CCC(C)CC2)S(=O)(=O)c2c(C)nn(C)c2C)cc1 | 17%[57.1 µM] | 4% | 1% | 5% | -21% | 0% | -1% | 26% | 15%
CC(C)(C)c1ccc(C(=O)Nc2ccc(-c3nc4cc(Cl)ccc4o3)cc2)cc1 | -7% | -6% | 8% | -1% | -17% | 3% | i | 29% | -25%
Cc1ccc(N(CC(=O)NCc2ccccc2)C(=O)CCC(=O)Nc2ccccn2)c(C)c1 | 16% | -1% | -3% | -1% | -5% | 20% | -5% | 13% | -14%
Cc1ccc2cn[nH]c2c1N | -9% | -23% | -1% | 16% | -15% | 6% | -3% | 14% | -1%
CCOC(=O)CSc1nnc(NC(=O)CN2CCCCC2)s1 | -1% | -29%[56.9 µM] | -5% | 34%[activator] | 50µM* | 6% | -9% | 23% | 6.3µM*
N/C(CSc1ccc(Cl)cc1)=N\S(=O)(=O)c1ccc(Cl)cc1 | 11% | -16% | -1% | -7% | -4% | -1% | 0% | 43%[activator] | 94%[activator]
CNc1nc(N)c([N+](=O)[O-])c(NCc2ccccc2)n1 | -5% | -20% | -11% | 11% | -18% | -8% | -8% | 4% | -14%
CCOc1ccc(N2C(=O)Nc3ccccc3C2(O)C(=O)N2CCN(c3ccccn3)CC2)cc1 (configuration not stated) | 5%[57.1 µM] | -33% | 0% | -3% | -8% | -2% | i | 30% | 62%[activator]
Cc1ccc(Cn2ccc(NC(=O)c3cc(-c4cccc(Cl)c4)on3)n2)cc1 | -4% | 2% | -8% | 1% | -8% | -2% | -3% | 8% | 0%
Cc1c(NC(=O)c2cccs2)cccc1-c1nc2ccccc2s1 | -5% | -14% | -1% | -5% | -4% | -3% | -4% | -15% | -19%

Pulled by compound from above (two):
SMILES | rTrxR1 inhibitor | RGS4 inh | Pin1 inh | GLS inhibitor | JMJD2A Tudor | ERG-DNA inh | PGK inhibitor | HP1b binding inh | 12-LOX inh
CNc1nc(N)c([N+](=O)[O-])c(NCc2ccccc2)n1 | -5% | -20% | -11% | 11% | -18% | -8% | -8% | 4% | -14%
Cc1c(NC(=O)c2cccs2)cccc1-c1nc2ccccc2s1 | -5% | -14% | -1% | -5% | -4% | -3% | -4% | -15% | -19%

(listing goes on)
SMILES | rTrxR1 inhibitor | RGS4 inh | Pin1 inh | GLS inhibitor | JMJD2A Tudor | ERG-DNA inh | PGK inhibitor | HP1b binding inh | 12-LOX inh
Cc1ccc(C(=O)C2=C(O)C(=O)N(Cc3cccnc3)C2c2cccc([N+](=O)[O-])c2)o1 (configuration not stated) | ? | -10% | 7% | 15% | ? | 6% | 8% | 10% | 10%
Cc1ccc(S(=O)(=O)Oc2ccc(/C=C(/NC(=O)c3ccccc3)C(=O)NCCCC(=O)O)cc2)cc1 | 7%[57.1 µM] | 34% | -11% | 2% | -11% | 2% | 0% | 18% | 49%[activator]
COc1ccccc1CCC(=O)NCCCn1ccc2ccccc21 | 18% | -4% | 8% | 2% | -25% | -3% | -4% | -14% | -18%
Cc1ccc(NC(=O)NC(=O)CN2CCC(C(N)=O)CC2)c(C)c1 | 22% | 18% | -2% | -1% | 1% | 12% | -2% | 27% | -3%

2 consecutive records already listed, quoted:
SMILES | rTrxR1 inhibitor | RGS4 inh | Pin1 inh | GLS inhibitor | JMJD2A Tudor | ERG-DNA inh | PGK inhibitor | HP1b binding inh | 12-LOX inh
COc1ccccc1CCC(=O)NCCCn1ccc2ccccc21 | 18% | -4% | 8% | 2% | -25% | -3% | -4% | -14% | -18%
Cc1ccc(NC(=O)NC(=O)CN2CCC(C(N)=O)CC2)c(C)c1 | 22% | 18% | -2% | -1% | 1% | 12% | -2% | 27% | -3%

Copied from the list:
In HP1b binding inh, COc1ccccc1CCC(=O)NCCCn1ccc2ccccc21 shows -14%
In PGK inhibitor, Cc1ccc(NC(=O)NC(=O)CN2CCC(C(N)=O)CC2)c(C)c1 shows -2%

Sorted by formula weight (largest number first): part of the list above
SMILES | rTrxR1 inhibitor | RGS4 inh | Pin1 inh | GLS inhibitor | JMJD2A Tudor | ERG-DNA inh | PGK inhibitor | HP1b binding inh | 12-LOX inh
Cc1ccc(C(=O)C2=C(O)C(=O)N(Cc3cccnc3)C2c2cccc([N+](=O)[O-])c2)o1 (configuration not stated) | ? | -10% | 7% | 15% | ? | 6% | 8% | 10% | 10%
Cc1c(NC(=O)c2cccs2)cccc1-c1nc2ccccc2s1 | -5% | -14% | -1% | -5% | -4% | -3% | -4% | -15% | -19%
COc1ccccc1CCC(=O)NCCCn1ccc2ccccc21 | 18% | -4% | 8% | 2% | -25% | -3% | -4% | -14% | -18%
